AI-2 QS mod: modulates the Vibrio harveyi AI-2 quorum sensing system. Vibrio harveyi JMH597 AI-2 luminescence/OD600 ratio, 9 h; stronger effect = lower value; strain lacks LuxN and CqsS sensors; 0 = neutral-control median. activity change, % at 7.5 µM. hit rate 0.4% among 300,000. AID 2094; in the data active = activity change below about -75%, passing the limit was not always enough; inconclusive = no clear call, values can overlap the other calls;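 also: luminescence divided by OD600 gain over 9 h not by final OD600 alone; inactives centre near 13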
HIF activator: HIF pathway transcriptional activation. U2OS HRE-luciferase reporter, luminescence; normalized: DMSO 0%, desferrioxamine 100%. activation, % at 7.5 µM (by protocol). hit rate 0.32% among 300,000. AID 1910;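 active = mean activation of at least 10% of the iron chelator positive control signal, with at least half of replicates also reaching 10%; inconclusive = mean and replicate majority disagree about reaching 10%; inactive = mean and most replicates under 10%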
IEC-6 tox: IEC-6 cytotoxicity, counter-screen for KLF5 inhibitors; hit rate 0.78% among 290,000; AID 1825; inhibition, % at 5 µM; luminescence viability; in the data active = inhibition above about 22%;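 also: 0% = plate median of test compound wells and 100% = cytotoxic reference compound wells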
aSyn UTR inh: MLPCN primary screen, SNCA 5' untranslated region | inhibition, % (tested at 7.5 µM) | hit rate 0.82% among 300,000 | alpha-synuclein 5'UTR reporter, inhibitor activity | AID 1813; in the data active = inhibition above about 60%; inconclusive = no clear call, values can overlap the other calls;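 also: H4 neuroglioblastoma cells stably carrying SNCA 5'UTR luciferase fusion; 0% = DMSO wells and 100% = positive control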
HSF1 activator: increases HSF-1 driven luciferase reporter signal | NIH3T3-HGL HSF-1 luciferase reporter, MG132, 8 h; 100% = twice DMSO control signal | activation, % at 9 µM | hit rate 1.7% among 300,000 | AID 504408;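 active = mean replicate activation of at least 50% with a set share of replicates each reaching 50%; inconclusive = only one of those two conditions met; inactive = mean below 50% and too few replicates reaching it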;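 also: 0% = median of the neutral control wells and 100% = twice that signal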
GSK3beta inhib: inhibitors of human GSK3beta kinase. P49841. GST-GSK3beta kinase, ADP-Glo luminescence, 60 min; stronger effect = lower value. activity score (negative = inhibition), % at 10 µM. hit rate 0.038% among 300,000. AID 2097;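 active = more than half of replicate wells score below -50%, meaning over 50% inhibition versus plate controls; inconclusive = some replicates but at most half score below -50%; inactive = no replicate scores below -50%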;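 also: 0% = median DMSO wells and -100% = median GW8510 positive control wells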
Target sequence (P49841 whole entry, looked up): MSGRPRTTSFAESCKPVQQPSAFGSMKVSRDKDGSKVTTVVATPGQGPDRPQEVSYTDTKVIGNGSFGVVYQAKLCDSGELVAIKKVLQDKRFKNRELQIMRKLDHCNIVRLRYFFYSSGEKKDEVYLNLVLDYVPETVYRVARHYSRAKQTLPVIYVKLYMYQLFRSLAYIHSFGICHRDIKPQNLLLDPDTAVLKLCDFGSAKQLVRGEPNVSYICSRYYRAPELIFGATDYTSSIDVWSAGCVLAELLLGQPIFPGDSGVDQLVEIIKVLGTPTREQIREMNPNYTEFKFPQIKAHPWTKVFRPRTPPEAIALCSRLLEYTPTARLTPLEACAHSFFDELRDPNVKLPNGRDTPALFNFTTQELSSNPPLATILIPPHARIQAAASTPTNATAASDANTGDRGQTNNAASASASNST
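test system = GST-tagged human GSK3beta kinase, cell-free | reagent = 25 µM ATP with peptide substrate | dosing = one dose of 10 µM per compound | schedule = 60 min reaction, RT | detection = luminescent ADP-Glo measurement of ADP formed | control set = DMSO neutral wells and GW8510 at 20 µM as positive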
KLF5 inh: inhibitors of KLF5 expression; inhibition, % at 5 µM; DLD-1 KLF5 promoter-luciferase reporter, luminescence; hit rate 0.23% among 290,000;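 active = inhibition above a per-plate limit of that plate's mean compound inhibition plus 3 SD, cut at about 60% in these data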;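 also: 0% = DMSO wells and 100% = LY294002 at 200 µM; higher means less KLF5 promoter-driven luciferase light; inactives centre near -14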
GSK3A inh: blocks human GSK-3 alpha kinase. ADP-Glo luminescence, 60 min. inhibition, % at 10 µM. hit rate 0.1% among 320,000;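 in the data active = inhibition above about 50%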;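 also: GST-tagged GSK-3 alpha with peptide substrate and 25 µM ATP; 0% = DMSO neutral wells and 100% = GW8510 positive control wells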
Target sequence (P49840 whole entry, looked up): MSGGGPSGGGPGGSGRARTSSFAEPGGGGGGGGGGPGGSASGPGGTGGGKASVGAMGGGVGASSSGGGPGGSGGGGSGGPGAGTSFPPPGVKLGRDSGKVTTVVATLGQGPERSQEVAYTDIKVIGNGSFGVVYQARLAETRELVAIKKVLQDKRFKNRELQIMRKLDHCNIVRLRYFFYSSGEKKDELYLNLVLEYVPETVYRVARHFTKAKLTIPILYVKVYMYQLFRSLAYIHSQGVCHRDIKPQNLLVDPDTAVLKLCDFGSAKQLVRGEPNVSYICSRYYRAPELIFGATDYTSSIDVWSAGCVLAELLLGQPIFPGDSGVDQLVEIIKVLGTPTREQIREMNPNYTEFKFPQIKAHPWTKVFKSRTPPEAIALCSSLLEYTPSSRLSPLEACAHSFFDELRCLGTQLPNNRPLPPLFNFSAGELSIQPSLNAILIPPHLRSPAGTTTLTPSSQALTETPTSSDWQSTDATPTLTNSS
HSF1 inh: HSF1 inhibition; NIH3T3-HGL HSE-luciferase, MG132-induced, luminescence 8 h; stronger effect = lower value; activity change, negative = inhibition, % at 7.5 µM (by protocol); hit rate 0.77% among 300,000;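 active = more than half of replicate wells show activity change below -50%, luminescence cut by over half; inconclusive = some wells, but at most half, below -50%; inactive = no replicate well below -50%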;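 also: luciferase reports HSF-1 transcriptional activity via heat shock element; 0% = median of DMSO wells and -100% = zero luminescence signal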
HSP90 inh: blocks HSP90-mediated luciferase refolding in reticulocyte lysate; hit rate 0.91% among 290,000; inhibition, % at 5.6 µM; Rabbit reticulocyte lysate, luciferase refolding luminescence, 3 h;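 active = inhibition above the screen-wide mean plus 3 SD, computed separately per campaign, cut at about 16% in these data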;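 also: 0% = DMSO wells and 100% = 60 µM geldanamycin wells; inhibitors lower the luminescence because luciferase stays unfolded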
Starred values were filed as active, the others as inactive; u = inconclusive; x = not tested or not shown.

SMILES	AI-2 QS mod	HIF activator	IEC-6 tox	aSyn UTR inh	HSF1 activator	GSK3beta inhib	KLF5 inh	GSK3A inh	HSF1 inh	HSP90 inh
Fc1ccc(C(c2nnnn2C2CCCCC2)N2CCCC2)cc1 (stereo unspecified)	29	-0.3	-10	-25	13	-2	-21	x	4	-4
CCC(=O)Nc1c(OC(=O)CC)ccc2c(C)cc(=O)oc12	20	-0.4	-4	5	-2	1	11	2	-5	-1
CC1(C)CC2(CC(c3ccccc3F)c3cc(Cl)c(O)cc3O2)NC(=S)N1 (stereo unspecified)	34	-0.1	-4	15	13	1	-37	0	8	-2
CCSc1nc2ccccc2n1CCOc1ccccc1	-10	1.7	6	-19	24	-1	-106	-5	14	-1
O=C(NC(Cc1c[nH]c2ccccc12)c1nnc2n1CCCCC2)c1ccccc1 (stereo unspecified)	12	-0.1	-2	-16	3	2	-24	1	-3	-10
CCOc1ccc(C)cc1S(=O)(=O)NC1CCCCC1	2	-0.2	-5	15	61*	1	-13	1	22	-2
COc1ccc(NC(=S)NCC2CCCO2)c(OC)c1 (stereo unspecified)	27	-32	0	4	-7	1	-27	0	-5	1
CC(C)(C)C(=O)CCN1C(=O)C2(OCCO2)c2ccccc21	21	0.5	2	23	-16	-3	1	-3	-12	3
O=C1NC(c2cccc(Cl)c2)Oc2ccccc21 (stereo unspecified)	-17	-0.5	5	-22	25	-1	-26	0	16	1
Cc1nc2ncnn2c(C)c1CCC(=O)N1CC(C)CC(C)C1 (stereo unspecified)	27	-0.4	0	6	-2	-2	-32	-2	5	1
CC(C)C[C@H](NC(=O)N1c2ccccc2NC(=O)[C@@H]1C(C)C)C(=O)N1CCC[C@@H]1C(=O)O	20	0.2	1	25	2	-3	-27	0	-3	-3
COc1ccccc1OCc1ccc(C(=O)Nc2ccc(Cl)cn2)o1	3	0.1	-5	-17	38	1	-23	x	9	-2
COc1ccc2c(c1OC)C(=O)N(c1ccc(F)cc1)C2	23	4.8	2	-159	22	2	-127	-1	21	-3
CCn1cc(C(=O)N2CCN(C3CCCCC3)CC2)c2cc(OC)c(OC)cc2c1=O	13	-0.2	4	11	2	2	-5	1	-3	-1
Cc1ccc(S(=O)(=O)Nc2ccc(Cl)cc2)cc1NC(=O)c1cc2c(s1)CCCC2	26	-0.1	-1	-49	26	1	17	-2	17	-3
O=C(NCc1nc(-c2ccc(C(F)(F)F)cc2)no1)Nc1cc(Cl)cc(Cl)c1	x	-0.9	1	-4	-10	-2	-17	0	-11	-4
N#C/C(=N\Nc1cccc([N+](=O)[O-])c1)C(=O)c1ccc(Br)cc1	47	-0.3	5	49	15	2	-10	8	2	-6
O=C(CSc1nnc(NC(=O)c2ccco2)s1)Nc1ccc(F)cc1F	17	3.2	-13	-4	-9	0	-47	-4	-6	-5
COc1ccc(C2(c3ccc(OC)cc3)NC(=O)N(CC(=O)N(C)c3ccccc3)C2=O)cc1	34	-1.0	-7	-7	u	5	2	-4	18	-1
Cc1no[n+]([O-])c1COc1ccc(/C=C2\NC(=S)NC2=O)cc1	-15	-0.8	-4	-49	-12	-11	-1	-2	9	6
O=C(NCc1ccccc1F)c1ccc2c(c1)OCO2	-2	-0.1	6	-37	-1	-4	-30	-1	6	6
Cc1ccc2[nH]c(=O)c(CN(CCCO)S(=O)(=O)c3cccc4nsnc34)cc2c1	21	1.6	0	18	-1	2	-10	3	-10	-1
CC(C)(C)NC(=O)C(c1ccc(F)cc1)N(Cc1ccccc1Cl)C(=O)c1ccn[nH]1 (stereo unspecified)	-13	-1.3	-2	26	25	-1	-6	0	2	2
Oc1cccc2ccc(/C=C/c3ccc(Br)s3)nc12	34	5.3	4	-6	14	-2	-37	0	7	-2
Cc1ncc(S(=O)(=O)c2ccccc2)c(-c2ccc(Cl)cc2Cl)n1	23	0.0	2	-10	-5	-2	-4	-5	2	2
O=C(c1cc(COc2ccc(F)cc2Cl)on1)N1CCCCCC1	-21	2.9	-1	-116	60*	-3	-137	x	46	-1
Cc1cc(NC(=O)CN2C(=O)CC(c3ccco3)Sc3ccccc32)no1 (stereo unspecified)	28	-0.2	0	-4	1	0	8	-2	-5	-8
Cc1cccc(C(=O)NC2CCN(CC(=O)NCc3cccs3)CC2)c1	17	-0.5	-2	0	-5	-20	2	-1	-3	-2
CCOc1ccccc1N(CC(=O)O)S(=O)(=O)c1ccc(C)cc1	13	0.0	-4	4	9	-1	-4	0	-7	-4
Cc1ccc2nc(C)c3c(c2c1)SCC3	-1	-0.4	5	6	12	-19	7	-2	2	6
COC(=O)CCCC(=O)N1CCC(CCC(=O)NC2CC2)CC1	13	0.0	-1	2	1	1	-40	0	0	-2
CCCNC(=O)c1c(NC(=O)C2COc3ccccc3O2)sc2c1CCCC2 (stereo unspecified)	27	0.3	-2	-22	10	6	-36	2	-2	3
O=C(OCC(=O)N(CCc1ccccc1)Cc1ccccc1)c1cc(S(=O)(=O)N2CCOCC2)ccc1F	4	0.0	x	8	16	0	x	-1	1	x
CCOC(=O)N1CCN(C(=O)c2ccc(NS(=O)(=O)c3ccc(C)cc3)cc2)CC1	12	-0.8	3	-2	-12	0	-22	-3	-1	1
COc1ccccc1NC(=S)N(Cc1ccccc1)Cc1cccnc1	4	1.0	-2	9	16	2	-4	x	7	2
Cc1cc(C(=O)NC2CCCc3c2cnn3-c2ccc(C(C)(C)C)cc2)nn1C (stereo unspecified)	7	0.8	6	8	-20	2	6	-2	-10	-3
Cc1onc(-c2ccccc2Cl)c1C(=O)OCC(=O)c1c(N)n(C)c(=O)n(C)c1=O	14	-1.0	1	18	-17	1	-14	-1	-7	-3
O=C(CCc1ccccc1Cl)Nc1ccc(S(=O)(=O)N2CCOCC2)cc1	5	-0.5	x	9	8	0	x	5	-5	x
Cc1ccc(-n2c(C)csc2=N)cc1	9	1.8	1	-175	5	1	-106	-1	0	-1
CC(C)(C)n1ncc2c(=O)n(CC(=O)N3CCCc4ccccc43)cnc21	10	-0.2	-5	-9	4	-2	-8	-1	3	-3

3 entries from above, sorted by formula weight, ascending:
SMILES	AI-2 QS mod	HIF activator	IEC-6 tox	aSyn UTR inh	HSF1 activator	GSK3beta inhib	KLF5 inh	GSK3A inh	HSF1 inh	HSP90 inh
COc1ccccc1NC(=S)N(Cc1ccccc1)Cc1cccnc1	4	1.0	-2	9	16	2	-4	x	7	2
O=C(CCc1ccccc1Cl)Nc1ccc(S(=O)(=O)N2CCOCC2)cc1	5	-0.5	x	9	8	0	x	5	-5	x
Cc1onc(-c2ccccc2Cl)c1C(=O)OCC(=O)c1c(N)n(C)c(=O)n(C)c1=O	14	-1.0	1	18	-17	1	-14	-1	-7	-3

Later entries.
SMILES	AI-2 QS mod	HIF activator	IEC-6 tox	aSyn UTR inh	HSF1 activator	GSK3beta inhib	KLF5 inh	GSK3A inh	HSF1 inh	HSP90 inh
O=C(CCCN1C(=O)/C(=C/c2ccccc2)SC1=S)Nc1ccc(C(=O)O)c(O)c1	18	-0.2	1	2	-14	3	-16	0	0	9
CCCCC(=O)Nc1ccc(NC(=S)NC(=O)CC)cc1OC	11	-0.5	1	16	-8	-14	-8	-1	-1	-1
COc1ccc(Nc2nc(C)c(-c3ccccc3)s2)cc1	x	x	1	x	x	x	-60	0	x	-4
COc1ccc(CN=C(N)N=C(N)N)cc1Cl	4	-0.9	0	-2	5	5	-21	-1	-6	1
CCCCCN(C(=O)CCC(=O)OCc1ccccc1F)c1c(N)n(CCCC)c(=O)[nH]c1=O	14	-0.4	x	11	6	3	x	0	-1	x
Cc1noc(C)c1C(=O)OCC(=O)N(C)C1CCS(=O)(=O)C1 (stereo unspecified)	6	0.2	1	-10	-5	0	-13	-2	-9	-1
C=CCOC(=O)C1=C(C)NC(=O)NC1c1ccc(OCC)cc1 (stereo unspecified)	28	1.2	3	5	1	-3	-22	-1	0	-1
c1csc(-c2nnc3ccccn23)c1	27	-0.4	5	-5	4	-1	12	1	-1	-1
Cc1ccc2c(c1)N(C)/C(=C/c1cccc[n+]1C)S2	9	-7.5	19	54	-8	0	16	-2	-4	-2
Cc1sc2nc(CN3CCOCC3)[nH]c(=S)c2c1C	7	0.2	-5	-31	39	-1	-13	6	24	-2
Cc1nn2c(COc3ccc(NC(=O)c4ccccc4Cl)cc3)nnc2c2ccccc12	-66	2.1	3	4	14	-1	9	-2	-1	8
O=C(C1=C(O)C(=O)N(CCCn2ccnc2)C1c1ccccc1)c1ccco1 (stereo unspecified)	24	-0.3	-4	13	2	0	-8	0	-2	-3
Cc1ccc(OC(=O)C2c3ccccc3Oc3ccccc32)cc1C	7	0.0	-3	9	15	6	3	-4	1	-6
Cc1ccc(S(=O)(=O)N[C@H](C(=O)N2CCC(C(=O)N[C@@H](CCC(N)=O)C(=O)O)CC2)C(C)C)cc1	26	0.0	7	6	22	4	-16	2	1	-2
Cc1coc2cc3oc(=O)c4c(c3cc12)CCC4	17	0.3	-1	-22	7	-2	2	4	-3	-2
Cc1cc(NCc2ccccn2)n2ncc(-c3ccccc3)c2n1	x	4.2	84*	-155	76*	-1	-41	-2	39	-1
O=C(NC1CCCC1)C(c1ccsc1)N(Cc1ccccc1)C(=O)Cc1cccs1 (stereo unspecified)	4	x	-4	28	27	-3	-11	-1	5	3
CCS(=O)(=O)c1ccc2oc(SCC(=O)NCCc3ccc(OC)cc3)nc2c1	-5	-2.0	0	-16	0	-2	-2	0	0	-2
O=C(NCc1ccco1)Nc1cccs1	21	-0.1	-7	-4	-13	-4	5	0	-2	2

Random excerpt: 5 compounds from above.
SMILES	AI-2 QS mod	HIF activator	IEC-6 tox	aSyn UTR inh	HSF1 activator	GSK3beta inhib	KLF5 inh	GSK3A inh	HSF1 inh	HSP90 inh
O=C(NCc1ccco1)Nc1cccs1	21	-0.1	-7	-4	-13	-4	5	0	-2	2
O=C(C1=C(O)C(=O)N(CCCn2ccnc2)C1c1ccccc1)c1ccco1 (stereo unspecified)	24	-0.3	-4	13	2	0	-8	0	-2	-3
Cc1ccc(OC(=O)C2c3ccccc3Oc3ccccc32)cc1C	7	0.0	-3	9	15	6	3	-4	1	-6
CCS(=O)(=O)c1ccc2oc(SCC(=O)NCCc3ccc(OC)cc3)nc2c1	-5	-2.0	0	-16	0	-2	-2	0	0	-2
Cc1cc(NCc2ccccn2)n2ncc(-c3ccccc3)c2n1	x	4.2	84*	-155	76*	-1	-41	-2	39	-1

Screens: PubChem BioAssay, several laboratories
